# NALP1 yeast inh – inhibitors of NALP1 inflammasome in yeast | S. cerevisiae NALP1/ASC/caspase-1 growth, X-gal OD620, 72 h | inhibition, % at 10 µM | 0.61% of 280,000 active | AID 2071; in the data active = inhibition mostly above about 24%, no sharp cut-off; inactive = mostly below about 32%; note: some compounds called inactive have numbers as strong as hits
# IDE inh – cellular human IDE inhibition; 0.41% of 320,000 active; AID 434962; P14735; HEK cells, FAbetaB cleavage, fluorescence polarization; inhibition, % at 5.59 µM;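 active = percent inhibition above the average of all tested compounds plus 3 SD, set per screening campaign, cut at about 16% in these data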;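 note: IDE supplied by intact live HEK cells; FP after avidin binding of uncleaved biotin substrate so inhibition keeps polarization high; 0% = DMSO wells and 100% = 60 µM reference IDE inhibitor Ii1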
# Target sequence (P14735 whole entry, looked up): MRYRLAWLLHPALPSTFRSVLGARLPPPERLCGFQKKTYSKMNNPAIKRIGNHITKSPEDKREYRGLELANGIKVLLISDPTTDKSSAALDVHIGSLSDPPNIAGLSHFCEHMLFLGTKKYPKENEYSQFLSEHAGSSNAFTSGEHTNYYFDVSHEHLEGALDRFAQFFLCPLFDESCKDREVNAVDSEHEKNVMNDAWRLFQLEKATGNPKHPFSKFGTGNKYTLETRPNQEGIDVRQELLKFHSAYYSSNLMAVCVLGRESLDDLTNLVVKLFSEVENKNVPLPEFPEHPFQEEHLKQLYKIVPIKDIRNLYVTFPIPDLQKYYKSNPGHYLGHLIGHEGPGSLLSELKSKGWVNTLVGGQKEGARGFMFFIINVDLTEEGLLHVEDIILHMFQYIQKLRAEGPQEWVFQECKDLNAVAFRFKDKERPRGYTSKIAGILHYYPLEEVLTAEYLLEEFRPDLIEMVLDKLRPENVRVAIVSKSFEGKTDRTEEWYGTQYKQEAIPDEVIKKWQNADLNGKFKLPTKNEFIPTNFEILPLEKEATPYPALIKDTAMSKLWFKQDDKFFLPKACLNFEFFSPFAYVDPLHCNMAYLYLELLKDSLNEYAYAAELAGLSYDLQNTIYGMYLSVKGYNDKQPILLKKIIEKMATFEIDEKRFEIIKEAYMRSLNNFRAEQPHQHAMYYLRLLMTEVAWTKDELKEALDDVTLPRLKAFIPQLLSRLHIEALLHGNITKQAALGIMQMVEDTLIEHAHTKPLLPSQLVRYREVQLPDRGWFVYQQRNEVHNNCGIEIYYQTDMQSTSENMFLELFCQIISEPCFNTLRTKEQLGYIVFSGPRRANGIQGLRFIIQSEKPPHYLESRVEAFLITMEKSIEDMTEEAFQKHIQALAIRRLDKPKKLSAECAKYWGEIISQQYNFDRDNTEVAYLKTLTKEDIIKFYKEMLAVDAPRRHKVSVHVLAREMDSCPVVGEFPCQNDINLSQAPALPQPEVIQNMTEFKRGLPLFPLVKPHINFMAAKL
# PHOSPHO1 inh – blocks human PHOSPHO1 phosphatase activity; AID 1565; inhibition, % at 13.3 µM; 1.1% of 290,000 active; recombinant PHOSPHO1, absorbance phosphatase assay; Q8TCT1; in the data active = inhibition above about 60%
# IDE act – IDE (human) activation, cell-based; HEK cells, FAbeta-B cleavage, fluorescence polarization; 0% vehicle, 100% cell-free pure enzyme wells; activation, % at 5.96 µM; AID 493087; P14735; 0.073% of 340,000 active;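 active = activation above the mean of all tested compounds plus 3 SD, set per screening campaign, cut at about 17% in these data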
# IMP-1 inh – blocks Pseudomonas aeruginosa IMP-1 metallo-beta-lactamase | purified IMP-1, nitrocefin hydrolysis, epi-absorbance fluorescence | inhibition, % at 5.6 µM | 0.45% of 290,000 active | AID 1556;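 active = inhibition above the mean plus 3 SD of all compounds in the same screening run, cut at about 4.5% in these data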;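 note: 0% = IMP-1 with DMSO and 100% = DMSO wells lacking enzyme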
#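 System: Purified recombinant IMP-1 metallo-beta-lactamase enzyme | Measured by: Fluorescence quenching readout, ex 480/em 530 nm | Replication: Singlicate | Incubation: 15 min preincubation plus 25 min reaction at 25 °C | Evaluation: Percent inhibition from optical density relative to buffer-blank wells | Benchmarks: DMSO with and without IMP-1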
# GPR7 antagonist – blocks human GPR7 receptor signaling | GPR7-expressing cells, fluorescence antagonist assay | P48145 | 1.1% of 290,000 active | inhibition, % at 4.4 µM; in the data active = inhibition above about 16%, passing the limit was not always enough;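 note: cells stimulated with the agonist NPW; 0% = agonist with vehicle and 100% = vehicle without agonist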
# M18AAP inhibitor – blocks P. falciparum M18 aspartyl aminopeptidase; 1.2% of 290,000 active; inhibition, % at 7.35 µM; AID 1822; recombinant PfM18AAP, H-Glu-NHMec fluorogenic cleavage;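 active = inhibition above the campaign mean inhibition over all tested compounds plus 3 SD, cut at about 28% in these data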;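 note: 0% = plate median of test compound wells and 100% = 2 mM ZnCl2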
# VIM-2 inh – inhibitors of Pseudomonas aeruginosa VIM-2 metallo-beta-lactamase | purified VIM-2, nitrocefin hydrolysis, epi-absorbance fluorescence | 0.89% of 290,000 active | inhibition, % at 5.6 µM;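 active = inhibition above the mean of all tested compounds plus 3 SD, cutoff set per screening run, cut at about 7.5% in these data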;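 note: red hydrolysis product quenches plate fluorescence so inhibitors raise well fluorescence; 0% = enzyme with DMSO and 100% = DMSO without enzyme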
# pCIP destab – compounds decreasing mouse p/CIP protein stability; Q05BA5; F442A p/CIP-EGFP cells, EGFP fluorescence, 16 h; decrease of EGFP signal, % at 10 µM; 0.01% of 290,000 active;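 active = EGFP signal decrease of at least 30% at 10 µM or well 3 SD below plate mean, unless failing retest; inactive = the rest, including hits failing retest or dose response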; note: some compounds called inactive have numbers as strong as hits; many of its hits are not listed in these tables
# Starred values were filed as active, the others as inactive; . = not tested or not shown; & = joins results of further samples.
SMILES,NALP1 yeast inh,IDE inh,PHOSPHO1 inh,IDE act,IMP-1 inh,GPR7 antagonist,M18AAP inhibitor,VIM-2 inh,pCIP destab
O=C(NCCC(=O)N1CCC2(CC1)NCCc1[nH]cnc12)c1ccc(F)c(F)c1,-1.6,3.0,29.8,-0.3,-1.2,0.6,1.0,-2.8,1.5
Cc1c(N2C(=O)C3C4C=CC(C4)C3C2=O)c(=O)n(-c2ccccc2)n1C (centres undefined),.,0.1,46.0,2.9,-0.2,-11.3,-10.0,0.8,-1.3
CC(=O)N1c2ccc(S(=O)(=O)NCCC(=O)NC3CCCC(C)C3C)cc2CC1C (centres undefined),-3.0,-1.0,16.9,-1.8,-1.1,-3.0,-4.5,0.0,-3.8
O=c1c2ccccc2nc(SCCN2CCOCC2)n1CCc1ccccc1,-11.2,3.6,53.2,1.6,-1.8,-0.9,2.3,-5.0,-2.5
Cc1c(C(=O)Nc2ccc(Cc3ccncc3)cc2)cccc1[N+](=O)[O-],36.7,2.4,-15.9,0.8,-1.6,7.8,-2.0,-0.8,1.6
CCCCOC(=O)C1CN(c2ccccc2)N=C1C(=O)OCC (centres undefined),15.6,1.1,6.0,-4.4,-3.3,-10.5,-1.5,-2.2,-3.0
O=C1CNC(=O)/C(=C\c2ccccc2)N1,13.8,0.0,19.5,1.8,-1.4,-3.3,-14.0,-2.0,-3.5
CC(=O)Nc1nonc1-c1nc2ccccc2n1C,11.8,10.1,14.1,3.2,-3.6,3.7,6.8,-0.3,-6.2
CCCC(C)NC(=O)COC(=O)c1ccc2c(c1)C(=O)N(Cc1ccco1)C2=O (centres undefined),9.2,2.2,27.0,0.7,-2.8,-5.1,-19.4,-2.7,-6.8
O=C(NC(=S)Nc1cc(S(=O)(=O)N2CCOCC2)ccc1O)c1ccco1,-10.7,-1.3,-8.8,10.1,-1.2,-5.6,12.3,-1.9,-11.7
Cc1nc(C)c(-c2csc(Nc3ccc(O)c(C(=O)O)c3)n2)s1,15.1,.,39.0,-1.9,-1.2,-17.9,-20.8,3.6,-8.1
CCN1CCN(C(=O)c2ccc(OC3CCN(CCc4ccccc4)CC3)cc2)[C@@H](C)C1=O,1.9,-4.7,37.6,5.5,-0.7,-8.1,-3.7,-2.1,6.3
CCOc1ccc(OCC)c(NC(=O)c2nnn(CC(=O)Nc3cc(C)cc(C)c3)c2N)c1,-10.5,-5.8,1.2,6.8,-1.1,-5.3,-0.6,-2.6,-6.4
COc1ccc(C(=O)NNC(=O)Cc2ccc(-c3ccccc3)cc2)cc1OC,20.5,0.8,15.0,-1.4,-1.8,0.1,-0.6,-0.9,0.0
O=C(Nc1c(F)cccc1F)c1ccc(-n2cncn2)nc1,-18.1,1.4,40.5,-1.6,0.8,-3.5,0.4,-1.1,-5.6
CN(C)c1ccc(/C=C2\CCC/C(=C\c3ccccc3)C2=O)cc1,29.4,6.7,3.5,-6.2,-0.4,-1.5,15.0,0.7,-5.9
CCN(CC)CCCNC(=O)Cn1cnc2sc(C)c(S(=O)(=O)N3CCN(c4ncccn4)CC3)c2c1=O,13.0,-1.1,-6.8,7.9,1.2,6.2,9.8,1.5,5.5
Cn1cnnc1SCC(=O)Nc1ccc(Oc2ccccc2)cc1,16.1,7.3,7.5,-0.7,-0.5,-7.7,-6.8,-0.5,-9.7
COc1ccc2nc(NC(=O)c3ccccc3F)sc2c1,17.4,0.7,-7.2,2.6,-0.9,-9.9,-0.3,-0.2,2.0
CCC(=O)Nc1ccc(NC(=S)NC(=O)/C=C/c2ccco2)cc1,8.4,-1.0,13.9,0.5,-1.6,1.1,9.4,-2.5,21.6
Nc1c(C(=O)Nc2nccs2)sc2nc(-c3cccs3)cc(C(F)(F)F)c12,-15.1,19.9*,58.0,-12.2,-1.5,-1.4,3.9,-3.1,-8.6
Cc1ccc(NC(NC(=O)c2cccs2)C(Cl)(Cl)Cl)cc1 (centres undefined),10.0,1.4,33.9,1.3,-0.8,-7.4,-0.5,-0.6,-12.2
CCC(C)(C)NC(=O)C(c1ccccc1)N(C(=O)c1csnn1)C1CC1 (centres undefined),-1.7,-3.4,-3.2,-2.6,-7.0,-11.7,-10.8,-3.4,-17.0
COc1ccc([C@@H]2[C@@H]3C(=O)N(C(C)(C)C)C(=O)[C@@H]3[C@]3(C)C(=O)N(c4ccc(C(F)(F)F)cc4)C(=O)N23)cc1,-0.5,0.6,-13.0,1.2,-1.4,-9.8,2.3,-1.2,-0.7
Cc1cnc(NC(=O)CC(C)c2ccccc2)s1 (centres undefined),19.3,-2.7,32.7,-4.9,-2.3,13.5,-8.4,0.0,-2.6
# The list continues.
SMILES,NALP1 yeast inh,IDE inh,PHOSPHO1 inh,IDE act,IMP-1 inh,GPR7 antagonist,M18AAP inhibitor,VIM-2 inh,pCIP destab
COc1ccc(-c2nc(CS(=O)(=O)CC(=O)NCc3ccccc3OC)c(C)o2)cc1,12.3,-0.6,19.9,6.9,-0.4,-2.1,-7.9,0.3,-4.3
COc1ccccc1NC(=O)CCSc1nnc(-c2ccc(O)cc2)o1,3.8,-0.2,31.7,1.9,-2.2,-0.1,-16.5,1.4,-5.9
Cc1ccc(CC(=O)Nc2nc3c(s2)CCCC3)cc1,21.1,1.4,2.6,1.3,-3.2,-3.2,6.4,-3.4,-4.4
CCn1cc(C(=O)NCC2CCCO2)c(=O)c2cc(S(=O)(=O)N3CCCCC3)ccc21 (centres undefined),2.3,-3.5,-5.9,2.4,-1.4,9.6,1.2,-1.0,-10.7
Cc1ccc(-n2nc3c(=O)n(CC(=O)NCc4ccc(C)o4)nc(C)c3c2C)cc1,5.4,-4.8,27.3,1.7,-3.2,-14.9,0.4,-2.1,-2.7
O=C(O)c1cccc(-c2ccc3c(c2)OCO3)c1,.,-3.0,.,0.7,-2.2,-10.5,-3.7,-0.9,-24.6
CCOC(=O)/C(=N\Nc1ccccc1)S(=O)(=O)c1ccccc1,19.8,3.0,4.9,5.1,0.8,0.2,1.1,-3.0,3.4
Cc1ccc(C(=O)Nc2ccc(OCc3ccccc3)cc2)s1,-4.4,-0.5,27.9,1.5,-1.7,-8.7,-12.8,0.3,-4.0
CCCCSc1nnc(-c2ccc(NC(=O)CC)cc2)n1C,-49.0,-6.2,5.1,-3.1,-6.2,-7.8,0.3,-2.8,0.2
CCOc1cc(C(=S)N2CCCC2)ccc1OC(=O)Cc1ccc(F)cc1,-25.8,0.5,-0.2,3.3,-2.5,0.0,-4.6,-1.1,8.0
O=C1CC(NNc2ccccc2)C(=O)N1c1ccc(N2CCCCC2)cc1 (centres undefined),-18.6,.,29.9,1.7,-2.6,-5.3,1.7,-2.9,-21.4
CSc1nc2ccc(Br)cc2[nH]1,13.5,-0.3,-46.4,-2.4,-3.5,-3.3,-1.4,0.7,-9.4
CCCCN1C(=O)C(O)(CC(=O)c2c(C)coc2C)c2ccccc21 (centres undefined),-9.5,-0.7,12.0,5.8,-2.5,-14.6,-3.1,-3.4,0.5
COc1ccc(C2/C(=C(\O)c3ccc4c(c3)OCCO4)C(=O)C(=O)N2CCCn2ccnc2)cc1 (centres undefined),11.9,8.1,12.1,5.6,2.3,-11.9,11.4,-1.1,-5.0
c1ccc2[nH]c(-c3ccncc3)nc2c1,14.3,9.6,34.7&32.2,2.1,0.0&-4.0,8.5&-5.5,-3.6&-6.0,2.4&-2.0,0.0&-4.3
O=C(O)Cc1ccc(C(=O)c2cccs2)s1,-15.5,0.1,10.7,1.5,-4.0,-7.7,0.2,2.4,-9.2
O=C(OCC(=O)C12CC3CC(CC(C3)C1)C2)c1cccnc1Cl,31.0,1.9,-0.9,-5.8,-1.7,-1.0,-0.8,0.7,-3.7
CSc1ccc(CN(C)C(=O)C(c2ccccc2)c2ccccc2)cc1,9.5,4.3,37.5,1.8,-3.1,-6.3,3.0,-3.7,-14.0
Cc1cc(Cl)ccc1OCCCC(=O)Nc1ccc(S(=O)(=O)Nc2ncccn2)cc1,11.5,2.7,26.1,-6.2,-3.8,-18.0,1.6,-4.2,-6.7
O=C(O)c1cccc(N/N=C/c2cccc3ccccc23)c1,24.8,5.0,10.5,5.8,-2.3,-2.5,15.8,-1.6,-25.6
Cc1ccc(NC(=O)CSc2nnc(C)c(=O)n2N)cc1Cl,0.4,1.2,18.5,2.1,-1.9,-1.3,7.6,-1.3,-16.8
O=C(Oc1cc2oc(=O)cc(-c3ccccc3)c2cc1Cl)C1CCCCC1,-1.1,4.1,-91.3,0.2,-0.5,5.9,-0.2,2.7,-14.1
CC1Oc2ccccc2N(CC(=O)NC2CC2)C1=O (centres undefined),13.6,-3.9,23.7,5.9,-3.3,0.5,-7.0,-0.9,-6.3
Cc1nnc(N2CCOCC2)c2nn(-c3cccc(Cl)c3)c(C)c12,16.4,6.3,1.0,3.7,-2.9,3.0,0.2,0.2,-13.1
CCOC(=O)N1CCN(c2c(F)cc3[nH]c(=S)[nH]c3c2Br)CC1,25.1,9.5,71.4*,-8.6,-1.9,-8.0,-0.2,-1.8,-0.4

# Entries listed so far that contain bromine:
SMILES,NALP1 yeast inh,IDE inh,PHOSPHO1 inh,IDE act,IMP-1 inh,GPR7 antagonist,M18AAP inhibitor,VIM-2 inh,pCIP destab
CSc1nc2ccc(Br)cc2[nH]1,13.5,-0.3,-46.4,-2.4,-3.5,-3.3,-1.4,0.7,-9.4
CCOC(=O)N1CCN(c2c(F)cc3[nH]c(=S)[nH]c3c2Br)CC1,25.1,9.5,71.4*,-8.6,-1.9,-8.0,-0.2,-1.8,-0.4

# (next part)
SMILES,NALP1 yeast inh,IDE inh,PHOSPHO1 inh,IDE act,IMP-1 inh,GPR7 antagonist,M18AAP inhibitor,VIM-2 inh,pCIP destab
COC(=O)c1c(-c2ccc(C(C)(C)C)cc2)csc1NC(=O)C1C2CCC(O2)C1C(=O)O (centres undefined),23.5,-0.1,-4.5,-7.8,-1.6,-13.2,28.2*,-3.3,-5.1
COc1cccc(C2c3[nH]c4ccccc4c3C[C@H]3C(=O)N(c4ccccc4C(=O)N4CCC(C(=O)O)CC4)C(=O)N23)c1 (some centres undefined),15.5,0.5,13.1,1.6,-2.0,0.0,0.8,-2.4,2.5
COC(=O)Nc1nnc(CC(=O)Nc2ccccc2C)s1,3.0,5.2,0.1,-2.8,-4.2,-2.6,7.2,-4.4,2.7
Cn1c(-c2csc(-c3ccccc3)n2)n[nH]c1=S,-21.0,0.2,17.0,5.0,-3.5,-0.7,4.7,-0.5,-1.9
CC(=O)Oc1ccccc1/C=C/c1nc2ccccc2c(=O)o1,11.1,5.7,.,-2.8,-2.9,4.2,-7.2,-1.9,-5.0
COc1ccccc1NC(=O)c1ccc(S(=O)(=O)N2CCC(C)CC2)cc1,40.7,-1.9,8.0,3.5,-1.1,2.3,5.4,-1.7,-4.4
COc1ccc(C(=O)COC(=O)Cn2nnc3ccccc32)cc1Br,5.4,0.1,23.5,-1.6,-5.1,-12.2,11.5,1.2,-10.9
CCOC(=O)c1c(NC(=O)COC(=O)Cn2cnc3ccccc32)sc2c1CCC(C)C2 (centres undefined),22.4,-6.6,14.1,7.6,-1.8,0.3,-4.3,-2.8,8.8
O=C(NC1CCCC1)c1ccc(Br)s1,3.5,0.8,-11.1,4.2,-4.0,-5.1,2.3,-2.1,-19.2
CCCCCCCCn1ccc(=N)cc1,12.1,-4.0,6.2,2.9,-3.5,-2.0,-13.0,-3.4,-23.0

# High-throughput results deposited in PubChem by several laboratories.
